HTRA1 inh = HTRA1 serine protease inhibitors, primary screen, biochemical, fluorescence polarization, HTS. recombinant HTRA1, FP-rhodamine activity-based probe. Q92743. inhibition, % at 5.96 µM. actives 0.5% (n = 340,000). AID 504803, 2011; in the data active = inhibition above about 36%;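 note: 0% = enzyme with DMSO and 100% = wells lacking enzyme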
Target sequence (Q92743 whole entry, looked up): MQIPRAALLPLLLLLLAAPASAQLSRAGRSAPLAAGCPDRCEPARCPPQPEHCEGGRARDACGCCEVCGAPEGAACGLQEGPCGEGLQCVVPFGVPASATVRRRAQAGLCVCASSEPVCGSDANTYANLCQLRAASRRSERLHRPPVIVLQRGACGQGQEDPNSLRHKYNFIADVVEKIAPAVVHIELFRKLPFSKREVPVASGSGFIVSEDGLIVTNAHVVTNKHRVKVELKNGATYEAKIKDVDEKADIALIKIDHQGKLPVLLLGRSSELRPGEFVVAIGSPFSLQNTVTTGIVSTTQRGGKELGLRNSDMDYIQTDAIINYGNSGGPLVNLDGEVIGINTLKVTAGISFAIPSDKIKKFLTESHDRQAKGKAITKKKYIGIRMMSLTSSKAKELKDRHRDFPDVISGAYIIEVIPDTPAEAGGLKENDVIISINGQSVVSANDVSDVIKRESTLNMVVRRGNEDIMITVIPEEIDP
TDP2 absorb = human TDP2 enzyme inhibitors, primary screen, biochemical, epi absorbance, recombinant enzyme; T5PNP hydrolysis, p-nitrophenol absorbance 415 nm; actives 0.34% (n = 370,000); inhibition, % at 12.8 µM;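 active = inhibition above the mean of all tested compounds plus 3 SD, set per campaign, cut at about 25% in these data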;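 note: 0% = DMSO with enzyme and 100% = buffer with substrate but no TDP2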
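Test system: human TDP2 enzyme; Input: 120 nM TDP2 per well; Buffer or medium: Mg2+-containing Tris-HCl buffer, pH 7.5; Reagent: 5 mM T5PNP; Dosing: 12.8 µM single point, 1% DMSO; Incubation: reaction 2 h, 37 °C; Detection: p-Nitrophenol epi absorbance; Read-out: % inhibition relative to enzyme-containing and enzyme-free wells; Replicates: single well per compound.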
PRMT1 inh = PRMT1 methyltransferase inhibitors, primary screen, biochemical, fluorescence polarization | Protein arginine N-methyltransferase 1 (Homo sapiens), Q99873 | recombinant PRMT1, activity-based probe fluorescence polarization | inhibition, % at 2.79 µM | actives 1.3% (n = 370,000);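 active = inhibition above about 21% made by adding two undisclosed values, limit read from the data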
SIAE inh = human SIAE inhibitors, primary screen, biochemical, fluorescence polarization, FP-Rh probe, 1536-well HTS; actives 0.69% (n = 370,000); Sialate O-acetylesterase (Homo sapiens), Q9HAT2; inhibition, % at 9.66 µM; AID 1053197, 2014; SIAE FP-Rh probe binding;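 active = inhibition above a cutoff: mean of compounds within the control limits plus 3 SD of those, cut at about 17% in these data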;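 note: 0% = plate median of compound wells and 100% = probe without SIAE protein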
rCAG RNA binder = binders of r(CAG) RNA repeats, primary screen, biochemical, fluorescence. r(CAG) RNA repeat, TO-PRO-1 dye displacement fluorescence. inhibition, % at 3 µM. actives 1.3% (n = 370,000). AID 651821, 2012;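 active = inhibition above the plate cutoff, the mean of all test compounds on that plate plus 3 SD, cut at about 35% in these data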;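 note: 0% = DMSO alone and 100% = 100 µM mitoxantrone as full dye displacement; higher means more dye released from RNA so lower well fluorescence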
TCR CD3 inh = inhibitors of human TCR-CD3 interaction, primary screen, biochemical, fluorescence, TAMRA-labeled TCR probe; T-cell receptor (TCR); actives 0.37% (n = 360,000); AID 651800, 2012; inhibition, % at 9.4 µM; in the data active = inhibition above about 19%;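 note: recombinant mutant TCR 2C K166C tagged with TAMRA read by polarization; 0% = receptor in buffer alone and 100% = receptor with positive control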
mABHD4 FP = ABHD4 inhibitors, primary screen, biochemical, fluorescence polarization, mouse. inhibition, % at 8.92 µM. AID 720543, 2013. (Lyso)-N-acylphosphatidylethanolamine lipase (Mus musculus), Q8VD66. actives 0.54% (n = 370,000). purified mABHD4, FP-Rh probe fluorescence polarization;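 active = inhibition exceeding the mean over every tested compound plus 3 SD, cut at about 30% in these data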;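 note: 0% = plate median of compound wells and 100% = S159A mutant with DMSO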
Target sequence (Q8VD66 whole entry, looked up): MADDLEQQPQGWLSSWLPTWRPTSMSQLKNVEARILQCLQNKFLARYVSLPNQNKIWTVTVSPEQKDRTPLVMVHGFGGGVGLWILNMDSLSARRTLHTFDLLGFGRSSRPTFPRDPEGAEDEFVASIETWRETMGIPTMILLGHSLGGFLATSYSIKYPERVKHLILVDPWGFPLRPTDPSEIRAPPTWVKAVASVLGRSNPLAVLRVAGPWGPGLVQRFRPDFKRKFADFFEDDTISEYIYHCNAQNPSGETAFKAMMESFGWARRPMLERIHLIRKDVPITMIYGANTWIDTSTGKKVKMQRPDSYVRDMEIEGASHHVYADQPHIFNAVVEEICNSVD
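Test system: mouse ABHD4 enzyme, wild type. Reagent: FP-Rh fluorescent activity-based probe, added after compound pre-incubation. Timing: pre-incubation 45 min, probe exposure 60 min, at 25 °C. Technique: FP readout, ex 525 nm / em 598 nm. Benchmarks: high control S159A mutant with DMSO, low control median of compound wells.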
LEDGF integ inh = blockers of LEDGF/p75-dependent integrase strand transfer – biochemical, TR-FRET, high throughput, primary screen | HIV-1 integrase (with human LEDGF/p75) | TR-FRET IN-LEDGF/p75 DNA integration, Eu/Cy5 | inhibition, % at 3.7 µM | actives 0.64% (n = 370,000) | AID 743269, 2014;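 active = inhibition above the screen-wide mean plus 3 SD, cut at about 13% in these data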;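 note: signal is the Cy5 over europium emission ratio at 671 and 618 nm; 0% = plate median of compound wells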
Rev-erbA mod = modulators of Rev-erb alpha DNA binding, primary screen, biochemical, FITC-DNA, fluorescence polarization, uHTS; activity, % at 10 µM; Nuclear receptor subfamily 1 group D member 1 (Homo sapiens), P20393; Rev-erbα–FITC-DNA binding, 90 min; actives 0.79% (n = 370,000); AID 1259318, 2017;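 active = activity above about 14%, limit read from the data; passing the limit was not always enough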;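 note: 0% = DMSO wells with 35 nM protein and 100% = DMSO wells with 750 nM protein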
PG9 Ab binder = binders of HIV-1 gp120 antibody PG9, primary screen, biochemical, TR-FRET | TR-FRET gp120-PG9 antibody binding | inhibition, % at 6.7 µM | actives 0.43% (n = 360,000) | AID 624416, 2012; in the data active = inhibition above about 8.5%
* = called active by the depositor; x = no result given. A portion of the library, so the mix of outcomes need not match the whole.

SMILES	HTRA1 inh	TDP2 absorb	PRMT1 inh	SIAE inh	rCAG RNA binder	TCR CD3 inh	mABHD4 FP	LEDGF integ inh	Rev-erbA mod	PG9 Ab binder
O=C(c1cccc(-c2cncc3nccn23)c1)N1CCOCC1	x	1	1	1	2	7	5	2	-4	1.4
O=C(NNC(=S)Nc1ccccc1)Nc1ccccc1	3	8	-6	5	1	-5	4	0	-12	0.9
CCCc1cc(=O)[nH]c2nnc(SCC(=O)N3CC(C)OC(C)C3)n12 (configuration not stated)	1	7	1	2	0	5	4	1	0	0.6
Cc1cc(/C=C2/SC(=O)N(CC(=O)N3CCCC3)C2=O)c(C)n1C	5	0	2	7	2	0	9	2	-1	-2.2
COc1ccc(N(CC(=O)Nc2cccc(C(C)=O)c2)S(=O)(=O)c2ccc(NC(C)=O)cc2)cc1	-15	5	-2	-5	16	3	-8	1	-1	0.5
Cc1nn(CC(=O)NC2CCCCC2)c(=O)c2cccn12	3	6	-2	6	0	6	-4	0	-1	-0.9
CC1CCCCN1C(=O)c1ccccc1NC(=O)c1ccco1 (configuration not stated)	1	-8	0	-4	5	-7	-6	1	2	-0.1
COCC(C)n1c(C)cc(C(=O)Cn2c(=O)oc3ccccc32)c1C (configuration not stated)	-13	2	2	2	-7	3	-4	-3	5	0.8
COc1cc(C2CC(=O)Oc3cc(OC)c(OC)c(OC)c32)cc(OC)c1OC (configuration not stated)	-1	7	4	5	-2	-3	5	1	-4	-2.6
COc1ccc(Cc2nc(-c3ccccc3)no2)cc1	-15	6	-3	0	1	0	-4	-4	4	-1.6
COc1ccccc1C(=O)NCCC(=O)N1CCCCC1	2	3	2	4	-4	8	5	-1	2	1.5
Cc1ccc(C(=O)N2CCC(Cc3ccccc3)CC2)cc1S(=O)(=O)N1CCOCC1	5	-4	0	0	-9	-3	-2	3	7	-0.1
CC(=O)Oc1c(/C=C(\C#N)C(N)=O)[nH]c2ccccc12	7	32*	19	3	-13	6	17	8	55*	-43
COc1ccccc1Cc1c(C2CCCCC2)nc2ccc(C)cn12	x	9	3	3	2	7	2	5	4	0.0
C=CCSc1nc2ccccc2n1S(=O)(=O)c1ccc(Cl)cc1	-10	9	-2	1	3	8	-1	1	0	-2.3
NC(=S)NCc1cccnc1	4	1	-1	11	3	-3	-10	7	3	-2.7
CCO[C@@H]1OC(C(=O)NCc2nc3ccccc3[nH]2)=C[C@H](c2cn(C(C)=O)c3ccccc23)[C@H]1CCCO	-15	9	0	-2	4	-1	11	3	2	-0.2
CCOc1ccc(NCCC#N)cc1	-1	9	-2	3	-2	1	2	-3	-4	-3.8
COc1ccc(S(=O)(=O)Nc2nc(C(F)(F)F)cs2)cc1	1	1	3	2	7	0	-26	5	4	0.0
CCC(c1nc2ccccc2[nH]1)N(C(=O)Cc1cc(OC)cc(OC)c1)c1ccc(N2CCOCC2)cc1 (configuration not stated)	x	-9	0	13	0	-4	2	0	0	0.2
CCOC(=O)c1ccc(S(=O)(=O)NNC(=O)c2ccc3c(c2)nc(C)n3CC)cc1	4	-13	-2	-1	-2	8	2	5	1	-2.7
CC(C)[C@@H]1NC(=O)N(c2ccc(Oc3ccccc3)cc2)C1=O	6	1	-4	3	-10	-3	-5	-1	-2	0.0
COC(=O)CCCC1=CC2=CC(=O)C(C)(OC(=O)c3cccs3)C(=O)C2=CN1c1ccc(OC)cc1 (configuration not stated)	4	15	6	14	10	-1	7	1	6	-2.4
CCN(c1ccccc1)S(=O)(=O)c1ccc(OC)c(NS(=O)(=O)c2cccs2)c1	-2	-2	5	-2	22	2	-8	1	1	0.6
CCN(CC)c1ccc(C=C2C(=O)OC3(CCCC3)OC2=O)cc1	-19	0	0	-96	0	-31	-44	-2	4	2.0
CCCCN1CN(Cc2ccco2)CNC1=S	3	-2	1	4	-3	-6	5	-5	-2	0.0
Cc1occc1C(=O)N1CCN(C(c2ccccc2)c2ccccc2)CC1	-14	7	0	0	1	-1	0	3	-2	1.4
O=C(O)C1NCCc2ccccc21 (configuration not stated)	0	3	0	-8	2	2	2	-3	-2	0.6
O=C(CSc1ncnc2ccccc12)Nc1cc(S(=O)(=O)N2CCCCC2)ccc1Cl	-31	2	2	-2	5	5	0	5	2	1.0
O=C(COc1ccc(-n2cnnn2)cc1)Nc1ccc(F)cc1	6	-3	-1	0	0	-2	-5	0	-4	-3.1
CN(C)CCCn1c(N)c(C#N)c2nc(C#N)c(C#N)nc21	-1	-4	-1	-16	8	8	-5	-2	4	1.4
COc1ccc(NS(=O)(=O)c2ccc3c(c2)n(C)c(=O)n3C)cc1	0	-7	-3	-1	-1	9	2	0	-1	-0.5
O=C(O)c1cc(Cl)c2ccccc2c1O	-7	8	0	-4	2	-5	0	2	-2	2.0
COc1ccc(N(CC(=O)NCc2ccc3c(c2)OCO3)C(=O)c2csnn2)cc1	-14	17	-2	5	2	-1	2	-1	3	-2.2
COC(CNC(=O)CN1CCN(Cc2ccc(F)cc2Cl)C1=O)OC	3	-3	0	-2	-4	-2	0	-4	4	-1.6
CN1C2CCC1CC(NC(=O)CSCc1ccc(Cl)cc1Cl)C2 (configuration not stated)	0	3	-1	0	0	6	1	4	0	-2.0

In the list so far, these contain a COOH group.
SMILES	HTRA1 inh	TDP2 absorb	PRMT1 inh	SIAE inh	rCAG RNA binder	TCR CD3 inh	mABHD4 FP	LEDGF integ inh	Rev-erbA mod	PG9 Ab binder
O=C(O)C1NCCc2ccccc21 (configuration not stated)	0	3	0	-8	2	2	2	-3	-2	0.6
O=C(O)c1cc(Cl)c2ccccc2c1O	-7	8	0	-4	2	-5	0	2	-2	2.0

The list continues.
SMILES	HTRA1 inh	TDP2 absorb	PRMT1 inh	SIAE inh	rCAG RNA binder	TCR CD3 inh	mABHD4 FP	LEDGF integ inh	Rev-erbA mod	PG9 Ab binder
COc1cccc(NC(=O)CN(C)C(=O)CCNC(=O)c2ccc(Br)cc2)c1	3	6	-1	-2	0	2	1	-1	1	-0.3
COc1ccc(N(CC(=O)NC2CC3CCC2C3)S(=O)(=O)c2ccc(C)cc2)cc1 (configuration not stated)	-15	20	3	-2	-9	-2	7	2	4	-0.4
O=C(NCCc1ccc(Cl)cc1)C1CCCN(S(=O)(=O)N2CCCCCC2)C1 (configuration not stated)	-9	8	1	-2	-9	-3	-2	2	-2	-1.8
COC(=O)c1cccc(C(=O)N2CCCC(CNC(=O)c3ccccc3Cl)C2)c1 (configuration not stated)	6	-23	10	-3	5	2	-6	-3	-5	0.8
Brc1ccccc1OCCCN1CCCCCC1	6	6	-1	14	4	1	1	1	-4	-4.1
N#Cc1ccc(OCC(=O)OCC(=O)NCCC2=CCCCC2)cc1	0	-6	3	-3	-2	-8	-5	-3	-3	-0.7
O=C(CCS(=O)(=O)c1ccccc1Cl)NCc1ccc(F)cc1	0	-6	-3	-1	-2	-2	1	-1	-1	0.6
COc1ccc(OC)c(/C=N/NC(=O)C(O)c2ccccc2)c1 (configuration not stated)	3	-1	3	5	-4	-6	11	-3	-2	0.8
Cc1cc(CN2CCCC(CNC(=O)c3ccc(F)cc3)C2)cc(C)c1O (configuration not stated)	1	-16	0	0	-2	1	0	-5	-4	-0.4
CC1Sc2ccc(S(=O)(=O)CCC(=O)N3CCCCC3)cc2NC1=O (configuration not stated)	-1	15	-3	12	0	3	1	0	-1	-1.8
CCOC(=O)C1(C)CCN1C(=O)c1ccccc1 (configuration not stated)	x	7	-1	9	0	-4	-1	1	-6	-1.6
O=C(COc1ccc(-n2cnnn2)cc1)Nc1ccc(Br)cc1F	0	3	6	0	2	-2	8	-3	-5	1.9
O=C(Nc1ccc(F)c(Cl)c1)C1CCCN(c2cnccn2)C1 (configuration not stated)	-1	-4	-1	10	0	-2	-10	5	0	-2.4
C=CCOC(=O)C1=C(C)NC(C)=C(C(=O)OCC=C)C1c1ccco1	4	-14	5	-6	-8	-4	-1	-8	-3	-0.4
C=CCOc1cccc(C2C(C(=O)c3cccs3)=C(O)C(=O)N2Cc2cccnc2)c1 (configuration not stated)	4	5	-1	-6	6	4	6	-4	-1	6.8
Cc1ccccc1-n1c(C)c(C#N)c(=O)c(-[n+]2ccccc2)c1[S-]	6	2	-2	10	2	1	-2	4	-9	-1.2
O=C(O)C1CCN(c2ccc(Cl)nn2)CC1	-3	0	-1	1	0	-1	1	0	2	-0.1
CCN1CCN(C(=O)/C(=C/c2cccs2)NC(=O)c2ccc(C)c(C)c2)CC1	-3	6	1	0	-5	1	-8	2	-4	0.2
Cc1c(C(=O)Nc2ccccc2)csc1-c1ccccc1	-8	-6	2	-2	1	-1	-5	4	4	0.8
CN(C)C=Nc1ncc2c([nH]c3ccccc32)c1C#N	-6	7	-1	0	-1	-2	-3	-3	-3	-2.2
CC(NC(=O)C1CCN(S(=O)(=O)N2CCC3(CC2)OCCO3)CC1)c1ccccc1 (configuration not stated)	-1	6	-2	15	-6	-4	-1	-2	x	-1.3
CC(=O)Nc1ccc(S(=O)(=O)N2CCC(C(=O)NCCC(=O)Nc3nccs3)CC2)cc1	-1	5	5	0	1	-2	10	-3	0	-1.5
COc1ccc(-n2c(=O)[nH]c3c(C(N)=O)nc(C4CCCCC4)nc32)cc1	-4	2	0	-2	0	-7	-2	0	-3	-1.3
O=C(NCc1ccc2c(c1)OCO2)c1ccc(S(=O)(=O)N2CCOCC2)cc1	x	2	0	-4	-1	3	3	0	-1	0.9
CCN(CC)CCC(c1ccc2c(c1)OCO2)c1c(OC)cc(OC)c2ccc(=O)oc12 (configuration not stated)	4	4	2	2	3	3	1	-3	-3	0.4
CCN1C=C(Cc2cccs2)C2=C(C1)C(c1cccs1)C(C#N)=C(N)O2 (configuration not stated)	-1	-4	4	2	10	2	4	3	-1	-0.5

Arranged by value in mABHD4 FP (lowest first): some entries from above.
Molecule	mABHD4 FP
CN(C)C=Nc1ncc2c([nH]c3ccccc32)c1C#N	-3
Cc1ccccc1-n1c(C)c(C#N)c(=O)c(-[n+]2ccccc2)c1[S-]	-2
CCN(CC)CCC(c1ccc2c(c1)OCO2)c1c(OC)cc(OC)c2ccc(=O)oc12 (configuration not stated)	1

From PubChem
